Screening results from PubChem BioAssay.
TRPC6 inhibitor: blocks the mouse TRPC6 cation channel; Q61143; HEK293-TRPC6, membrane potential dye, ACh-evoked depolarization; hits give low values; B-score at 10 µM; 1.1% of 310,000 active; AID 2553;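 active = B-score under library mean minus 3 SD, initial fluorescence not abnormally high, positive integrated signal ratio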;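 note: B-score derived from integrated fluorescence ratio over the kinetic read; more negative B-score means stronger inhibition of depolarization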
MrgX1 antag: blocks BAM8-22 activation of human MrgX1 receptor | Q96LB2 | MRGX1-HEK293 calcium flux, Fluo-4, BAM8-22 antagonism; hits give low values | B-score at 10 µM | 1.3% of 310,000 active;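 active = calcium-response B-score plate-corrected more than 3 library SD below zero, starting fluorescence within 5 deviations, no agonist response on first addition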;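 note: peak minus trough fluorescence over baseline after final BAM8-22 challenge near maximal dose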
Target sequence (Q96LB2 whole entry, looked up): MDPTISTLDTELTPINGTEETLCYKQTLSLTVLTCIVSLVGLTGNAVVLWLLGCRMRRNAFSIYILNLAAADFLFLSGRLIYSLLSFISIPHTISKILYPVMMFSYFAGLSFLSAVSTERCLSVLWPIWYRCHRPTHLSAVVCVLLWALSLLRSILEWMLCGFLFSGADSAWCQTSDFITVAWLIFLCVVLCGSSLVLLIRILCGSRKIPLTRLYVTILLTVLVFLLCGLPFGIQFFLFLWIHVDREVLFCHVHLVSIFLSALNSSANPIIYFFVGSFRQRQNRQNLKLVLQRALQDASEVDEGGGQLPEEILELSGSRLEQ
MrgX1 allo act: human MrgX1 positive allosteric modulation, primary screen | AID 588675 | MrgX1-HEK293, Fluo-4 calcium flux, FDSS; hits give high values | Q96LB2 | 0.63% of 310,000 active | B-score at 10 µM;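 active = plate-corrected calcium response at least 3 library SD above typical, normal starting fluorescence, not activating the receptor alone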;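 note: compound read alongside a low EC10 to EC30 dose of BAM8-22 agonist; peak minus trough fluorescence over baseline measured at the second addition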
RGS4 block: human RGS4 inhibition. 0.45% of 310,000 active. B-score at 10 µM. HEK293 M3R/RGS4 inducible, Fluo-4 calcium flux; hits give high values; triggered by carbachol at its EC20. P49798;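 active = B-score, a plate-corrected calcium signal, over three deviations above library mean, with baseline fluorescence within five deviations of library mean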;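 note: RGS4 expression induced by doxycycline in cells with stable M3 receptor; B-score is computed from the integrated fluorescence ratio over baseline after carbachol; higher B-score means a larger calcium signal and so more RGS4 inhibition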
Target sequence (P49798 whole entry, looked up): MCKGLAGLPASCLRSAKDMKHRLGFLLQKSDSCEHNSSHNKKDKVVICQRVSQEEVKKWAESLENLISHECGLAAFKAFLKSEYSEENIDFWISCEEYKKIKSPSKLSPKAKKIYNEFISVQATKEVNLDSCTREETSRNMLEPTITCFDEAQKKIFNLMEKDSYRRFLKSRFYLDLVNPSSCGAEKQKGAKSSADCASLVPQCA
HDAC3 inhib: human HDAC3 inhibition; recombinant HDAC3, fluorogenic peptide/trypsin coupled, fluorescence; O15379; 0.15% of 320,000 active; inhibition, % at 8.3 µM; in the data active = inhibition above about 26%, passing the limit was not always enough; inconclusive = no clear call, values can overlap the other calls
Target sequence (O15379 whole entry, looked up): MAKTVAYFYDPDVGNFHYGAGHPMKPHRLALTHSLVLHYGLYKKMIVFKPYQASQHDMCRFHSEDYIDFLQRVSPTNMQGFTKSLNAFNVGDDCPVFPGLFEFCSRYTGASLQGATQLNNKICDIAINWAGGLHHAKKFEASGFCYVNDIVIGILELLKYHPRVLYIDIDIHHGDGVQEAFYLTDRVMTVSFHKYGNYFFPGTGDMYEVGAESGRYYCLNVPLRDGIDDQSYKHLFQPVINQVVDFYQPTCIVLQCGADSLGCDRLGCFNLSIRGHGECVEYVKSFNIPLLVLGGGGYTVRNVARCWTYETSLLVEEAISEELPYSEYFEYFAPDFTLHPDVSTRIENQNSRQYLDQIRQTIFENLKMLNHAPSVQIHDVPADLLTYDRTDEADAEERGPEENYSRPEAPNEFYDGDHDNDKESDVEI
MrgX1 ag: activates human MrgX1 receptor signaling. Q96LB2. MrgX1-HEK293 cells, Fluo-4 calcium fluorescence, agonist mode; hits give high values. B-score at 10 µM. 0.44% of 310,000 active;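 active = calcium response B-score plate-corrected fluorescence ratio at least 3 library SD, with starting fluorescence B-score inside 5 SD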
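Material: MrgX1-expressing HEK293 cells; input: 15,000 cells per well; doses: test compound given as first of three sequential additions; schedule: overnight plating before 1 h dye loading; technique: Fluo-4 NW calcium-flux fluorescence, kinetic read; evaluation: baseline-normalised fluorescence change ratio, B-scored; control set: plate-wise positive and negative controls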
ANO1 block: blocks the mouse calcium-activated chloride channel TMEM16A. HEK293 TMEM16A/YFP iodide influx fluorescence, ionomycin. 1.2% of 310,000 active. normalized B-score (activity score, 25-100; higher = stronger inhibition) at 10 µM. Q8BHY3;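 active = ratio plate-corrected score three or more library SD toward inhibition, starting fluorescence score within five deviations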;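 note: score derived from kinetic fluorescence span divided by baseline fluorescence per well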
TMEM16A act: activates or potentiates the mouse TMEM16A chloride channel. HEK293 TMEM16A/YFP-H148Q/I152L, iodide quench fluorescence; hits give low values. 0.3% of 340,000 active. AID 623877. B-score at 10 µM;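 active = fluorescence-ratio B-score plate-corrected deviation score at least 3 library SD below zero, with starting fluorescence score within 5 deviations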;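 note: channel opened by trigger with iodide after compound preincubation; score built on the fluorescence ratio of max minus min over baseline; more negative score means more quench and so TMEM16A activation or potentiation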
SKKanGAS inh: SKKanGAS growth inhibition; 1.3% of 300,000 active; AID 1662; inhibition, % at 7.5 µM; S. pyogenes SKKanGAS, kanamycin growth, BacTiter-Glo, 6 h;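 active = mean replicate score, as percent of positive control median, at least 50; inconclusive = mean below 50 but one replicate at or above 50; inactive = mean and every replicate below 50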;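 note: strain carries kanamycin resistance gene driven by streptokinase promoter and grows in 40 µg/ml kanamycin; loss of luminescence reflects streptokinase promoter inhibition or plain growth inhibition; 0% = median of DMSO wells and 100% = positive control at its reference dose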
TRPC6 activator: mouse TRPC6 channel activation | AID 2550 | HEK293-TRPC6 membrane potential dye fluorescence; hits give high values | B-score at 10 µM | 0.13% of 310,000 active | Q61143;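 active = B-score of the integrated fluorescence ratio above library mean plus 3 SD, and starting fluorescence ratio within library mean plus 5 SD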;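 note: higher score means more depolarization so channel activation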
RGS4 act: RGS4 potentiation or activation; 0.92% of 310,000 active; B-score at 10 µM; HEK293 M3R/inducible RGS4, carbachol calcium flux Fluo4; hits give low values;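 active = B-score of the integrated calcium signal more than 4 SD below the library mean, with starting fluorescence not abnormally high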;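 note: negative B-score means reduced calcium response which marks RGS4 activation or potentiation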
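test system = HEK293 cells with stable M3R and inducible RGS4 | schedule = recording 10 s baseline at 1 Hz, 100 s post-agonist | technique = Fluo4-AM (2 µM) calcium-flux fluorescence, kinetic read | measure = Agonist-evoked peak-minus-minimum fluorescence over baseline, integrated ratio, B score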
* hit, by the source's call; i = inactive; ? = inconclusive; / = no result given.

SMILES | TRPC6 inhibitor | MrgX1 antag | MrgX1 allo act | RGS4 block | HDAC3 inhib | MrgX1 ag | ANO1 block | TMEM16A act | SKKanGAS inh | TRPC6 activator | RGS4 act
COCCn1c(C)cc(C(=O)COC(=O)C23CC4CC(CC(O)(C4)C2)C3)c1C | i | i | i | i | 0 | i | i | i | 10 | i | i
COc1ccc(CN(C(=O)c2snc(C(N)=O)c2N)C(C(=O)NC2CCCC2)c2cc(OC)ccc2OC)cc1 (stereo not drawn) | i | i | i | i | -4 | i | i | i | 3 | i | i
COc1ccccc1N(CC(O)CN1CCCCC1)S(=O)(=O)c1ccc(C)cc1 (stereo not drawn) | i | i | i | i | 2 | i | i | i | -2 | i | i
CC(NC1c2ccccc2-c2ccccc21)c1ccccc1 (stereo not drawn) | i | i | i | i | 6 | i | i | i | 5 | i | i
COCCn1c(SCC(=O)Nc2ccc(OC)cc2OC)nc2ccccc2c1=O | i | i | i | i | -2 | i | i | i | -1 | i | i
Cc1c(C(=O)N2CCOCC2)c(S(=O)(=O)Nc2cccc(F)c2)c(C)n1C | i | i | i | i | 3 | i | i | i | -1 | i | i
CC(=O)Nc1ccc(OC(F)(F)Cl)cc1 | i | i | i | i | 4 | i | i | i | 6 | i | i
COc1ccc(C(C)(C)C)cc1NC(=O)Nc1ccc2c(c1)OCO2 | i | i | i | i | ? | i | i | i | 10 | i | i
Cc1cccc(C)c1NC(=O)CSc1nnnn1-c1ccc(C(=O)O)cc1 | i | i | i | i | 4 | i | i | i | 1 | i | i
Clc1cccc(OCc2nc(-c3ccncc3)n[nH]2)c1 | i | i | i | i | 0 | i | i | i | -1 | i | i
COC(=O)C(CC(C)C)NC(=O)C(N)Cc1ccccc1 (stereo not drawn) | i | i | i | i | -5 | i | i | i | 2 | i | i
CCc1ccc(C(C(=O)NC2CCCCC2)N(C(=O)c2ccccn2)c2cccnc2)cc1 (stereo not drawn) | i | i | i | i | 2 | i | i | / | -1 | i | i
CCc1ccc(NC(=O)C2CCN(c3ncnc4c3nc3n4CCCCC3)CC2)cc1 | i | i | i | i | -1 | i | i | i | 3 | i | i
COC(=O)c1ccc(CSc2nnc(CS(=O)Cc3ccc(Br)cc3)n2-c2ccccc2)cc1 (stereo not drawn) | i | i | i | i | -4 | i | i | i | 7 | i | i
COc1ccc(N(CC(=O)NCc2ccc(Cl)cc2)S(=O)(=O)c2c(C)nn(C)c2C)cc1 | i | i | i | i | -3 | i | i | i | 6 | i | i
COC(=O)c1c(-c2ccc(OC)c(OC)c2)csc1N | i | i | i | i | 4 | i | i | i | 4 | i | i
Cc1ccc(S(=O)(=O)N(CC(=O)N2CCC(C)CC2)c2ccccc2)cc1 | i | i | i | i | 8 | i | i | i | -6 | i | i
CCC(C(=O)Nc1cc(Cl)ccc1OC)c1ccccc1 (stereo not drawn) | i | i | i | i | 3 | i | i | i | 0 | i | i
[O-]c1c[n+](-c2ccccc2)no1 | i | i | i | i | -11 | i | i | i | -13 | i | i
CCCOc1ccc(C(O)(CCC)CCN2CCCCC2)cc1 (stereo not drawn) | i | i | i | i | 3 | i | i | i | 0 | i | -8.3*
O=C(NCCc1ccc(Cl)cc1)C1CC(=O)N(C2CCCC2)C1 (stereo not drawn) | i | i | i | i | 3 | i | i | i | 0 | i | i
COc1ccc(NC(=S)NCCN2CCOCC2)cc1 | i | i | i | i | 6 | i | i | i | -4 | i | i
CC(C)OC(=O)Cn1cnc2ccc(Br)cc2c1=O | i | i | i | i | -3 | i | i | i | -7 | i | i
O=[N+]([O-])c1ccc(CSc2nc3ccccc3[nH]2)cc1 | i | i | i | i | -1 | i | i | i | 6 | i | i
O=C(CN(C(=O)CNS(=O)(=O)c1ccc(F)cc1)c1cccc(F)c1)NCC1CCCO1 (stereo not drawn) | i | i | i | i | 0 | i | i | i | 7 | i | i
COc1ccc(NC(=O)Nc2cccc(NC(C)=O)c2)c(OC)c1 | i | i | i | i | -5 | i | i | i | -5 | i | i
C/C(=N\OCC(=O)Nc1nc2ccccc2s1)c1ccccc1 | i | i | i | i | -1 | i | i | i | 8 | i | i
CCOC(=O)C1CCN(C(=O)C2CCN(c3ncnc4c3nc3n4CCCCC3)CC2)CC1 | i | i | i | i | -7 | i | i | i | -3 | i | i
CCCn1c(C)cc(C(=O)COC(=O)c2c(C)nn(-c3ccccc3)c2C)c1C | i | i | i | i | 14 | i | i | i | 12 | i | i
Cc1nc(NCCCO)c(C#N)c2c1COC(C)(C)C2 | i | i | i | i | -4 | i | i | i | 0 | i | i
O=C(NNS(=O)(=O)c1ccccc1[N+](=O)[O-])c1ccc(F)cc1 | i | i | i | i | -5 | i | i | i | / | i | i
Cc1cc(C)n2nc(CNS(=O)(=O)c3ccc([N+](=O)[O-])cc3)nc2n1 | i | i | i | i | -3 | i | i | i | -1 | i | i
CN(C)c1ccc2c(O)cc(=O)n(C)c2c1 | i | i | i | i | 5 | i | 100* | i | 4 | i | i
CC(=O)c1ccc(NCC(=O)N2CCN(c3ccccc3)CC2)cc1 | / | i | i | / | 0 | i | i | i | / | / | /
CCOC(=O)c1cn(Cc2c(C)c(C)c(C)c(C)c2C)nn1 | i | i | i | i | 3 | i | i | i | 0 | i | i
CCCCCCc1c(C)c2ccc(OCC(=O)N3CCC[C@H]3C(=O)O)c(C)c2oc1=O | i | i | i | i | -12 | i | i | i | 11 | i | i
COc1cc(/C=N/NC(=O)c2cc(-c3ccccc3Cl)nc3ccccc23)cc(OC)c1O | i | i | i | i | 13 | i | i | i | 8 | i | i
Cc1ccc(C(=O)Nc2ncc(Cc3ccc(SC(F)F)cc3)s2)cc1 | i | i | i | i | 3 | i | i | i | 5 | i | i
Cc1nc2ccccc2n1CC(=O)NN | i | i | i | i | -10 | i | i | i | 7 | i | i
CC1Cc2cc(/C(O)=C3\C(=O)C(=O)N(Cc4ccncc4)C3c3ccccc3F)ccc2O1 (stereo not drawn) | i | i | i | i | 3 | i | i | i | 6 | i | i
Nc1scn[n+]1Cc1cccc2cccnc12 | i | i | i | i | 0 | i | i | i | -4 | i | i
CC1(C)CSC(=S)N1S(=O)(=O)c1ccccc1 | i | i | i | i | -4 | i | i | i | 1 | i | i
CCOc1ccc(CN2C(=O)c3ccccc3Sc3ccc(C(=O)NCCCN4CCOCC4)cc32)cc1 | i | i | i | i | 1 | i | i | i | -5 | i | i
Cc1c(O)ccc(C(=O)CN2CCN(c3ccccc3)CC2)c1O | i | i | i | i | 9 | i | i | i | -4 | i | i
CCN(CC)c1ccc(CN2CCCCCC2)cc1 | i | i | i | i | 1 | i | i | i | -1 | i | i
CS(=O)(=O)N(CCc1ccccc1)CC(=O)Nc1ccc(Br)cc1F | i | i | i | i | -7 | i | i | i | 0 | i | i
COC(=O)/C=C1/S/C(=N/N=C/c2ccc(N(C)C)cc2)NC1=O | i | i | i | i | 1 | i | i | / | 6 | i | i
O=C1CC(C(=O)NC2CCCCC2)C2(CCCCC2)O1 (stereo not drawn) | i | i | i | i | -2 | i | i | i | -8 | i | i
C#CCSc1nc(Cc2ccc(Cl)cc2)nc2ccccc12 | i | i | i | i | 0 | i | i | i | 23 | i | i
O=C(Cc1ccccc1[N+](=O)[O-])Nc1ccc2c(c1)OCCO2 | i | i | i | i | 2 | i | i | i | -10 | i | i
Cc1cc(N/C=C/C(=O)c2cccc3ccccc23)no1 | i | i | i | i | 1 | i | i | i | -8 | i | i
CCn1c(SCC(=O)Nc2nc(-c3ccccc3)cs2)nnc1-c1ccccc1 | i | i | i | i | -4 | i | i | i | 3 | i | i
O=C(CSc1nnc(-c2ccc(NS(=O)(=O)c3ccccc3)cc2)o1)NCC1CCCO1 (stereo not drawn) | i | i | i | i | 2 | i | i | i | 4 | i | i
COc1ccc(C(CC(=O)Nc2ccc(C)cn2)N2Cc3ccccc3C2=O)cc1 (stereo not drawn) | i | i | i | i | 9 | i | i | / | -2 | i | i
Cc1c(C(=O)OCC(=O)N2CCCC(C)C2)oc2ccccc12 (stereo not drawn) | i | i | i | i | -7 | i | i | i | -3 | i | i
CCn1c(=O)n(CC)c2cc(N3CCCC3)c(NC(=O)c3ccc(C)c([N+](=O)[O-])c3)cc21 | i | i | i | i | 4 | i | i | i | 3 | i | i
CCOC(=O)c1oc2ccccc2c1CSc1nnnn1-c1ccccc1 | i | i | i | i | 2 | i | i | i | 0 | i | i
CN(/N=C/c1cccs1)c1cc(=O)n(C)c(=O)[nH]1 | i | i | i | i | 5 | i | i | i | / | i | i
CCCCC(=O)Nc1cccc(NC(=O)c2cccc([N+](=O)[O-])c2)c1 | i | i | i | i | -3 | i | i | i | 0 | i | i
COC(=O)CN1C(=O)[C@H]2[C@@H](c3ccc(C)o3)N3C(=O)CN(CCO)C(=O)[C@@]3(C)[C@H]2C1=O | i | i | i | i | 1 | i | i | i | 0 | i | i
(list continues)
SMILES | TRPC6 inhibitor | MrgX1 antag | MrgX1 allo act | RGS4 block | HDAC3 inhib | MrgX1 ag | ANO1 block | TMEM16A act | SKKanGAS inh | TRPC6 activator | RGS4 act
O=C(CCn1nc(-c2ccc(Cl)cc2)c2ccccc2c1=O)NCCN1CCOCC1 | i | i | i | i | 3 | i | i | i | -7 | i | i
NC(=O)c1cc([N+](=O)[O-])ccc1NCc1cccc(N)c1 | / | i | i | / | 6 | i | i | i | / | / | /
CN1CCN(c2cc(C(F)(F)F)nc(-c3ccccn3)n2)CC1 | i | i | i | i | 9 | i | i | i | 2 | i | i
CC1(C)COCN1C(=O)c1ccc(C#N)cc1 | i | i | i | i | -4 | i | i | i | -1 | i | i
Cc1ccc(O)c(-c2cc(C(=O)Nc3ccc(S(=O)(=O)Nc4nccc(C)n4)cc3)[nH]n2)c1 | i | i | i | i | 1 | i | i | i | 28 | i | i
O=C(CN1C(=O)c2ccccc2S1(=O)=O)NCc1ccc(F)cc1 | i | i | i | i | -9 | i | i | i | 2 | i | i
S=c1[nH]nc(COc2ccc(Cl)cc2)n1Cc1ccccc1 | i | i | i | i | 5 | i | i | i | 2 | i | i
